Cycloheximide cs: counter-screen hit for Shiga toxin inhibitors, cycloheximide | actives 12% (n = 300,000) | max response, % | cell reporter, cycloheximide protein synthesis inhibition counterscreen; in the data active = max response mostly above about 13%, no sharp cut-off; inactive = mostly below about 14%; note: read at 38.3 µM for the half of the compounds with a filed dose; 0% is about no effect
FBPA Giardia inh: inhibitors of Giardia lamblia fructose-1,6-bisphosphate aldolase; purified Giardia FBPA; Potency, µM (titrated, usually from 59.6 µM), for the others: at the highest dose activity, negative = inhibition, usual class: inhibitors; actives 0.71% (n = 290,000); AID 2451; note: potency is the fitted concentration of half-maximal effect; % is set by controls: 0 for no effect and ±100 for the full control effect; nearly all actives have a fitted effect of over 55% in size
Target sequence (A8B2U2 whole entry, looked up): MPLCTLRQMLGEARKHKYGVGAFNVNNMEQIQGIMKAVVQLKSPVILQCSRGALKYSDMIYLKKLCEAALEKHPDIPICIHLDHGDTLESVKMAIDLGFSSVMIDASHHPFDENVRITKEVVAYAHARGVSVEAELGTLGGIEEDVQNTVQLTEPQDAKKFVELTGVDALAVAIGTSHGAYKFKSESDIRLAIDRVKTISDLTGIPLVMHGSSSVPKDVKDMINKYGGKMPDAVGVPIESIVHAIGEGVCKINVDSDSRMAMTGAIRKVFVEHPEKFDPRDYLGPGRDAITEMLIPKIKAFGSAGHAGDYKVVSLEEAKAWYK
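40 nM FBPA preincubated 10 min at RT with compound (up to 57.5 uM final), then substrate plus GAPDH/TPI/NAD/arsenate coupling and diaphorase/resazurin added. Fluorescence read after 20 min at RT, 525/598 nm.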
Pf growth 96h: P. falciparum growth inhibition at 96 hours; actives 6.9% (n = 320,000); Potency, µM (titrated, usually from 28.7 µM), inactives show top-dose activity change, negative = inhibition, usual class: inhibitors; AID 504834; P. falciparum luciferase reporter growth, 96 h; note: potency is the fitted concentration of half-maximal effect; % is set by controls: 0 for no effect and ±100 for the full control effect
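Two parasite generations (96 h, 37 C, 5% CO2) of compound exposure in infected erythrocytes (0.05% parasitemia, 2% hematocrit). Luciferase-reporter P. falciparum; decreased luminescence indicates inhibited growth, aimed at apicoplast-acting delayed death.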
Shiga toxin inh: Shiga toxin inhibition | Vero cells, Shiga toxin protein synthesis inhibition reporter | inhibition, % at 38.7 µM | actives 9.2% (n = 290,000) | AID 2315; in the data active = inhibition mostly above about 28%, no sharp cut-off; inactive = mostly below about 43%; note: 0% is about no effect
Sm TGR inh: S. mansoni TGR enzyme inhibition. actives 3% (n = 360,000). purified TGR, DTNB reduction, TNB absorbance 405 nm. Potency, µM (highest dose often 114 µM), inactives show at the highest dose activity change, negative = inhibition, hits mostly inhibitors; note: potency is the fitted concentration of half-maximal effect; % is set by controls: 0 for no effect and ±100 for the full control effect; nearly all actives have a fitted effect of over 60% in size
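TGR 20 nM + NADPH 100 uM (dispensed conc.), cpd preinc 15 min RT; start with NADPH (500 uM addition) then DTNB (15 mM addition). Kinetic TNB absorbance, 405 nm filter. Four-parameter Hill fit across titration.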
Pf growth 48h: inhibits P. falciparum growth in the first generation, 48 h; P. falciparum luciferase growth in erythrocytes, 48 h; Potency, µM (highest dose often 28.7 µM), for inactives: at the highest dose activity change, negative = inhibition, usual class: inhibitors; actives 5.9% (n = 310,000); AID 504832; note: potency is the fitted concentration of half-maximal effect; % is set by controls: 0 for no effect and ±100 for the full control effect
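First compound was added to culture medium, then infected red cells at 0.1% parasitemia and 2% hematocrit (final). After incubation at 37 C under 5% CO2, luciferase detection reagent was dispensed and light output recorded.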
* hit, by the source's call; ? = inconclusive; . = no result given; & = joins results of further samples; [ ] = remark or other dose. Unless noted, calls come from the whole dose curve; as a rule, active = well fitted curve in the direction sought with a large enough effect; inconclusive = small, poorly fitted or top-dose-only effect, or another doubt; inactive = no such curve, though single readings can be large; an effect the other way counts as inactive or inconclusive.

SMILES | Cycloheximide cs | FBPA Giardia inh | Pf growth 96h | Shiga toxin inh | Sm TGR inh | Pf growth 48h
COc1ccc(NS(=O)(=O)c2cccc(C(=O)N/N=C(\C)c3ccc(-n4ccnc4)cc3)c2)cc1 | -1 | -4% | . | -27 | -9% | -12%
CCCNC(=O)C1CNc2ccccc2O1 (stereo unspecified) | -1 | 0% | 0% | -16 | 14% | 29%
COc1cccc(-c2ccc(=O)n(CC(=O)Nc3cc4c(cc3NC(C)=O)OCCO4)n2)c1 | -2 | -1% | 2% | 6 | -2% | ?
Cc1sc2ncn(-n3c(C)ccc3C)c(=O)c2c1C | -1 | 7% | ? | 26 | ? | ?
O=C(NC(=S)N1CCCc2ccccc21)c1ccc(Cl)cc1 | 52* | -29% | 10% | 73* | -3% | 79%[activator]
COc1ccc(-c2nn(CCC(=O)O)cc2/C=C/C(=O)O)cc1[N+](=O)[O-] | 0 | 6% | 69%[activator] | -9 | -2% | 5%
O=C(CO/N=C/c1ccccc1OC(F)F)N1CCc2ccccc21 | 16 | 1% | 24% | 23 | 6% | 7%
COc1ccc(N(Cc2nnc3n2CCCCC3)C(=O)Nc2ccccc2)cc1 | -5 | 1% | -11% | -15 | 2% | -1%
Cc1nc(CCl)cc(=O)[nH]1 | 4 | 7% | ? | 17 | -22% | 5.2µM*
NC(=O)C[C@@H]1N[C@]2(C(=O)Nc3ccccc32)[C@@H]2C(=O)N(C3CCCCC3)C(=O)[C@H]12 | 13 | 4% | 21% | -5 | -28% | 19%
Cc1ccc(N2C(=O)C(CN3CCOCC3)C2c2ccccc2)cc1 (stereo unspecified) | -4 | 6% | ? | -9 | -7% | 3%
CN(C)c1ccc(CN(C(=O)COc2ccc(Br)cc2)C2CCS(=O)(=O)C2)cc1 (stereo unspecified) | 1 | -3% | 0%[5.75 µM] | -9 | -5% | ?
Cc1cccc(C(=O)Nc2nccs2)c1[N+](=O)[O-] | 0 | -2% | ? | -6 | 5% | 22%
CC(C)CN1CCC(=O)N([C@H](COc2ccccc2)c2ccccc2)CC1 | 2 | -3% | ? | -5 | -8% | ?
CC(C)CCNC(=O)COC(=O)c1cc(Br)c(Br)s1 | 1 | 6% | 18% | -11 | -6% | -8%
COc1ccc(NC(=O)c2sccc2OS(=O)(=O)N(C)C)cc1 | 10 | 1% | -8% | 14 | -3% | 13%
Cc1cccc(NC(=O)C2CCN(S(=O)(=O)c3c(C)noc3C)CC2)c1 | -4 | 2% | 32%[activator] | -8 | 0% | 10%
O=C(c1ccco1)N1CCN(C(=S)Nc2ccccc2C(F)(F)F)CC1 | -2 | . | 49%[activator] | -6 | -6% | 2%
CCCCCCCc1c(O)nc(SCC(=O)O)[nH]c1=O | -1 | 19% | -12% | -8 | 17% | 18%
CC(=O)Nc1ccc(NC(=O)COc2ccc([N+](=O)[O-])cc2)cc1 | 2 | 1% | 45% | -11 | -13% | 12%
COc1ccc(/C=C2\SC(=N)N(c3ccc(F)cc3)C2=O)cc1OC | 2 | 3% | 25% | -10 | 2% | ?
Cc1cccc(N2CCN(C(=O)c3cnn4c(C(F)F)cc(-c5ccccc5)nc34)CC2)c1C | -2 | -4% | -5% | -19 | 11% | .
COc1ccc(C(=O)Nc2ccc3c(c2)Cc2ccccc2-3)cc1 | -3 | . | 47%[activator] | -6 | 9% | -2%
COc1ccc(CCNC(=O)COc2ccc(S(=O)(=O)NC3CCCCC3)cc2Cl)cc1 | 12 | . | ? | -13 | 15% | 13µM*
CC(C)NCC#CCOc1ccc(Cl)cc1 | 15 | ? | 480%[activator] | 40 | ? | 0%

The listing continues:
SMILES | Cycloheximide cs | FBPA Giardia inh | Pf growth 96h | Shiga toxin inh | Sm TGR inh | Pf growth 48h
Cc1cc(C)cc(NC(=O)Cc2ccc(-n3cccc3)cc2)c1 | -4 | 0% | 4% | 6 | 1% | 6%
CC(C)OC(=O)c1cc2ccccc2[nH]1 | 23* | -1% | ? | 54* | -6% | 29%
O=C(Nc1ccon1)c1cccc(C(F)(F)F)c1 | 3 | -4% | ? | 8 | -118% | -5%
C/C(=N\NC(N)=S)c1cc(-c2ccccc2)c(-c2ccccc2)s1 | 0 | 20% | ? | . | 4% | 9.3µM*
COc1ccc(/C(O)=C2/C(=O)C(=O)N(CCN(C)C)C2c2ccc(F)cc2)cc1Cl (stereo unspecified) | -7 | 18% | 53% | -12 | -18% | 23%
C/C(=N\NS(=O)(=O)c1ccc([N+](=O)[O-])cc1)c1cccs1 | 2 | 16% | ? | -12 | 3% | 33%[activator]
OCc1cnc[nH]1 | -1 | -6%&3% | 9.3µM* | -9 | 1% | ?
N/C(=N\OC(=O)Oc1ccccc1)c1ccc(Br)cc1 | -4 | 5% | 37%[activator] | -22 | -3% | .
Cc1ccc(NCc2nc3ccccc3n2C)cc1C | 46* | 20% | -21% | . | -2% | 176%[activator]
Cc1cccc(C)c1NC(=O)CN1C(=O)C2CC=CCC2C1=O (stereo unspecified) | . | . | -15% | . | 0% | ?
Cc1c(-c2cc(C(=O)O)no2)cnn1C | 29* | 2% | 30%[activator] | 50* | 6% | 2%
CC[C@H](C)[C@H](NC(=O)[C@@H](N)Cc1ccc(O)cc1)C(=O)NCC(=O)N[C@@H](CO)C(=O)N[C@@H](CCCN=C(N)N)C(N)=O | -7 | 1% | . | -8 | . | .
CCCCNC(=O)c1sc2nc(C)cc(COC)c2c1-n1cccc1 | -6 | -1% | ? | -6 | 6% | ?
CCn1c(=O)cc(OCC(=O)N2CCN(c3ccc(F)cc3)CC2)c2ccccc21 | -7 | -1% | ? | -12 | -15%&0% | -20%
COC(=O)CCCNS(=O)(=O)c1ccc2ccccc2c1 | -1 | 4% | 7% | -1 | -3% | 4%
CCN1/C(=C/c2ccc3ccccc3[n+]2CCCS(=O)(=O)[O-])C=Cc2cc(C)ccc21 | 3 | -13% | -27% | -5 | -1% | -11%[0.00184 µM]
CN(C(=O)COC(=O)c1n[nH]c2ccccc12)c1ccccc1 | 27* | 6% | 136%[activator] | 41 | 12% | 65%[activator]
O=C(CSC1=NCCN1)Nc1ccccc1[N+](=O)[O-] | 2 | -15% | -13% | -16 | 2% | -2%
Cn1nnnc1SCc1csc(Nc2ccccc2)n1 | 28* | -17% | 143%[activator] | 123* | -44% | 42%[activator]
O=C(CSc1nc2c(c(C(F)(F)F)n1)CCc1ccccc1-2)NCc1ccc(F)cc1 | 2 | -1% | ? | -2 | -11% | 9%
C=CCOC(=O)C1=C(C)OC(N)=C(C#N)C1c1ccco1 (stereo unspecified) | -3 | -10% | 12% | -18 | -4% | 0%
COc1ccccc1NC(=O)CCNS(=O)(=O)c1ccc2c(c1)CC(C)N2C(=O)C1CC1 (stereo unspecified) | 7 | 4% | ? | -16 | -5% | -7%
COc1ccc(C(CNC(=O)C(C)(C)Oc2ccc(Cl)cc2)N2CCCC2)cc1 (stereo unspecified) | . | . | ? | . | -21% | ?
Cc1ccc(S(=O)(=O)NCC(=O)N2CCN(S(=O)(=O)c3ccc(Cl)cc3)CC2)cc1C | . | . | 0% | . | 1% | -2%
CCCCCn1c(SCC(=O)c2ccccc2)nc2cc(C(=O)NCc3ccco3)ccc2c1=O | 17 | . | ? | 10 | -14% | -11%

13 successive records out of the list so far, quoted:
SMILES | Cycloheximide cs | FBPA Giardia inh | Pf growth 96h | Shiga toxin inh | Sm TGR inh | Pf growth 48h
Cc1cc(C)cc(NC(=O)Cc2ccc(-n3cccc3)cc2)c1 | -4 | 0% | 4% | 6 | 1% | 6%
CC(C)OC(=O)c1cc2ccccc2[nH]1 | 23* | -1% | ? | 54* | -6% | 29%
O=C(Nc1ccon1)c1cccc(C(F)(F)F)c1 | 3 | -4% | ? | 8 | -118% | -5%
C/C(=N\NC(N)=S)c1cc(-c2ccccc2)c(-c2ccccc2)s1 | 0 | 20% | ? | . | 4% | 9.3µM*
COc1ccc(/C(O)=C2/C(=O)C(=O)N(CCN(C)C)C2c2ccc(F)cc2)cc1Cl (stereo unspecified) | -7 | 18% | 53% | -12 | -18% | 23%
C/C(=N\NS(=O)(=O)c1ccc([N+](=O)[O-])cc1)c1cccs1 | 2 | 16% | ? | -12 | 3% | 33%[activator]
OCc1cnc[nH]1 | -1 | -6%&3% | 9.3µM* | -9 | 1% | ?
N/C(=N\OC(=O)Oc1ccccc1)c1ccc(Br)cc1 | -4 | 5% | 37%[activator] | -22 | -3% | .
Cc1ccc(NCc2nc3ccccc3n2C)cc1C | 46* | 20% | -21% | . | -2% | 176%[activator]
Cc1cccc(C)c1NC(=O)CN1C(=O)C2CC=CCC2C1=O (stereo unspecified) | . | . | -15% | . | 0% | ?
Cc1c(-c2cc(C(=O)O)no2)cnn1C | 29* | 2% | 30%[activator] | 50* | 6% | 2%
CC[C@H](C)[C@H](NC(=O)[C@@H](N)Cc1ccc(O)cc1)C(=O)NCC(=O)N[C@@H](CO)C(=O)N[C@@H](CCCN=C(N)N)C(N)=O | -7 | 1% | . | -8 | . | .
CCCCNC(=O)c1sc2nc(C)cc(COC)c2c1-n1cccc1 | -6 | -1% | ? | -6 | 6% | ?

A different layout for some results above.
Results follow in this order: Cycloheximide cs	FBPA Giardia inh	Pf growth 96h	Shiga toxin inh	Sm TGR inh	Pf growth 48h
CC(C)NCC#CCOc1ccc(Cl)cc1
    15	?	480%[activator]	40	?	0%
CCn1c(=O)cc(OCC(=O)N2CCN(c3ccc(F)cc3)CC2)c2ccccc21
    -7	-1%	?	-12	-15%&0%	-20%

(more compounds)
SMILES | Cycloheximide cs | FBPA Giardia inh | Pf growth 96h | Shiga toxin inh | Sm TGR inh | Pf growth 48h
Clc1cccc(C2NCc3ccccc3-n3cccc32)c1 (stereo unspecified) | 0 | 18% | 10% | 13 | 10% | ?
COc1ccc(Cl)cc1S(=O)(=O)N1CCCC(C(=O)NCc2ccccn2)C1 (stereo unspecified) | . | . | 76%[activator] | . | 4% | ?
CCC1CCC(N2CCN(c3ccc([N+](=O)[O-])cc3)CC2)CC1 (stereo unspecified) | 7 | -6% | ? | 10 | 5% | ?
COC(=O)C1=C(c2c(C)noc2C)C[C@@H]2CC[C@H]1N2C(=O)NCCOc1ccccc1 | . | . | 32%[activator] | . | -20% | ?
CN(CC1CCCN(CCc2ccc(Cl)cc2)C1)C(=O)C(=O)c1ccco1 (stereo unspecified) | -1 | . | 69%[activator] | 23 | -19% | -27%
CSCCC(N=C1NS(=O)(=O)c2ccccc21)C(=O)N1CCCC(C(N)=O)C1 (stereo unspecified) | . | . | 18% | . | -2% | 8%
Cc1ccn(CC(=O)O)c(=O)c1 | 2 | 12% | -3% | -20 | 2% | 14%
Cc1ccc(-c2nc3ncccc3o2)cc1NC(=O)c1ccccc1 | -1 | 0% | -4% | -7 | 5% | 90%[activator]
CC(=O)c1ccccc1NS(=O)(=O)c1c(C)nn(-c2ccccc2)c1C | -1 | -5% | . | -2 | -12% | -29%
CC(C)(C)c1ccc(S(=O)(=O)NCc2ccc(C(=O)N3CCCC3)cc2)cc1 | -3 | 1% | ? | -13 | 3% | .
